SENP6 block: SENP6 protease inhibitors, primary screen, biochemical, luminescence, uHTS. inhibition, % at 10 µM. Recombinant SENP6 catalytic domain, aminoluciferin luminescence. 1.8% of 330,000 active. AID 2599, 2010. Sentrin-specific protease 6 (Homo sapiens), Q9GZR1;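 active = inhibition above about 50% at the single tested dose, limit read from the data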;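 note: plate controls were DMSO wells with enzyme for no effect and DMSO wells lacking enzyme for full effect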
PfGluPho inh: PfG6PD enzyme inhibitors, primary screen, biochemical, fluorescence intensity, uHTS; 0.78% of 350,000 active; inhibition, % at 20 µM; glucose-6-phosphate dehydrogenase-6-phosphogluconolactonase (Plasmodium falciparum 3D7); PfGluPho enzyme, NADPH resazurin-diaphorase fluorescence;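 active = inhibition reaching at least a set limit at 20 µM in the primary screen, cut at about 59% in these data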;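 note: 0% = DMSO wells with substrate and 100% = DMSO wells lacking glucose-6-phosphate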
SENP8 block-1: SENP8 protease inhibitors, primary screen, biochemical, luminescence; Sentrin-specific protease 8 (Homo sapiens), Q96LD8; purified SENP8, Z-RLRGG-aminoluciferin cleavage; inhibition, % at 10 µM; 1.2% of 330,000 active; AID 2540, 2010; in the data active = inhibition above about 50%
Target sequence (Q96LD8 whole entry, looked up): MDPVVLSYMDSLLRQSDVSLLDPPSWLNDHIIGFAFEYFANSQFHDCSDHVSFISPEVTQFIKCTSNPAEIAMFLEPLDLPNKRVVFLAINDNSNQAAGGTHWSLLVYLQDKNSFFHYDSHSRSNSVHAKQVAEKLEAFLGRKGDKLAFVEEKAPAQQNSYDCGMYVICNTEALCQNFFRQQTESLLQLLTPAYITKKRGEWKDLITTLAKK
SENP7 block: SENP7 protease inhibitors, primary screen, biochemical, luminescence, uHTS; recombinant SENP7, Z-RLRGG-aminoluciferin luminescence, 40 min; 1.5% of 330,000 active; Sentrin-specific protease 7 (Homo sapiens), Q9BQF6; inhibition, % at 5 µM;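 active = inhibition above about 50% at the single test dose, limit read from the data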;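 note: plate controls were DMSO with enzyme for no effect and no enzyme buffer wells for full effect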
Target sequence (Q9BQF6 706-1050 limits assumed): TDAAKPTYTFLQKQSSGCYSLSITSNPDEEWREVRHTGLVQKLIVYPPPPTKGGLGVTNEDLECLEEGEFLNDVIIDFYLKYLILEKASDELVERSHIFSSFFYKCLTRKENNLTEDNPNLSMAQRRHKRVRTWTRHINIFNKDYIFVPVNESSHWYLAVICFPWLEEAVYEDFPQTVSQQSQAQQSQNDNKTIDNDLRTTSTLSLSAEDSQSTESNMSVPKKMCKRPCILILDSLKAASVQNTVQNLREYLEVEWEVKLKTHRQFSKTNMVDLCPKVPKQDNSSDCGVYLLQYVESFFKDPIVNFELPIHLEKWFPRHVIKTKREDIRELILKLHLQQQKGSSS
Apaf-1 inh: inhibitors of human Apaf-1 apoptosome, primary screen, biochemical, DEVD-Rh110 fluorescence, uHTS | inhibition, % at 20 µM | 0.71% of 330,000 active | AID 489030, 2010 | reconstituted apoptosome caspase-3 activity; active = inhibition of at least 40% at 20 µM;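 note: plate controls were DMSO wells for no effect and DEVD-CHO caspase inhibitor wells for full effect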
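detection = Rh110 fluorescence intensity | test system = biochemical Apaf-1 apoptosome reconstitution | also added = cytochrome c and DEVD-Rh110 substrate | schedule = 30 min plus 50 min, RT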
SENP1 FRET inh: human SENP1 catalytic domain inhibitors, primary screen, biochemical, FRET, uHTS | recombinant SENP1 catalytic domain, CyPet-SUMO1-YPet FRET cleavage | inhibition, % at 10 µM | 0.21% of 360,000 active | AID 624204, 2012;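 active = inhibition at least 30% at 10 µM, raw YFP signal under a set limit, fluorescence ratio 0.5 to 1.5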;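 note: 0% = enzyme with DMSO and 100% = no enzyme wells; some results filed as inactive read as strong as hits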
Target sequence (Q9P0U3 419-644 limits assumed): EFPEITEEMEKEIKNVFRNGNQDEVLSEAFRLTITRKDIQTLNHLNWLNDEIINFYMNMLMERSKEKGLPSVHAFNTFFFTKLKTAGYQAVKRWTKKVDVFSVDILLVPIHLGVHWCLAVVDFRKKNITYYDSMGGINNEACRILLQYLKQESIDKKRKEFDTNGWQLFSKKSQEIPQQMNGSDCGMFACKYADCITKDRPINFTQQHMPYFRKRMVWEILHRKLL
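Test system: human SENP1 catalytic domain; medium: Tris pH 8 buffer plus EDTA, NaCl, BME, BSA, NP40, catalase; incubation: 50 min reaction at room temperature; technique: FRET, CFP and YFP emission; controls: no-enzyme low control and enzyme-plus-DMSO high control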
SENP8 block-2: human SENP8 protease inhibitors, primary screen, biochemical, fluorescence, Nedd8 protein substrate, uHTS; Sentrin-specific protease 8 (Homo sapiens), Q96LD8; 0.64% of 360,000 active; AID 602440, 2012; inhibition, % at 20 µM; recombinant SENP8; in the data active = inhibition mostly above about 40%, no sharp cut-off; inactive = mostly below about 27%
HKDC1 inhibitor: HKDC1 hexokinase inhibitors, primary screen, biochemical, fluorescence, uHTS; inhibition, % at 20 µM; 0.16% of 340,000 active; AID 493160, 2011; recombinant HKDC1, G6PDH/diaphorase resazurin coupled fluorescence;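 active = inhibition above about 35% when tested at 20 µM, limit read from the data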;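 note: plate controls were DMSO wells with enzyme for no effect and DMSO wells lacking enzyme for full effect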
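Test system: recombinant HKDC1 (HK5) hexokinase enzyme, produced in-house; Amount: enzyme 5 µg/mL final; Buffer or medium: Tris pH 8.0 buffer with MgCl2, Tween-20, BSA, BME; Reagent: glucose and ATP substrates; Doses: 20 µM test compound, 1% DMSO; Incubation: 90 min reaction incubation at room temperature, dark; Detection: resorufin fluorescence at 613 nm.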
The depositor's hits bear a star; / = not tested or not shown.

SMILES	SENP6 block	PfGluPho inh	SENP8 block-1	SENP7 block	Apaf-1 inh	SENP1 FRET inh	SENP8 block-2	HKDC1 inhibitor
O=C(CNS(=O)(=O)c1cccs1)N1CCN(c2ccccn2)CC1	-22.1	-22.8	-6.9	-2.8	6.0	0.5	4.1	1.6
CCNc1nc2c(c(=O)n(C)c(=O)n2C)n1CCCc1ccccc1	-1.3	3.4	4.2	5.0	0.8	2.0	4.0	0.5
Cc1ccc(S(=O)(=O)N2CCN(C(=O)[C@H](Cc3ccccc3)NC(=O)c3ccco3)CC2)cc1	/	3.3	/	/	/	1.4	-1.6	-2.6
CCOc1ccc(C(C)=O)cc1CN1c2ccc(S(N)(=O)=O)cc2CC1C (stereo not drawn)	-9.6	-3.9	5.6	1.9	7.3	-3.9	2.0	-3.8
CC(C)(C)C(=O)Nc1ccccc1C(=O)Nc1ccncc1	-1.4	14.3	0.9	-5.7	4.4	2.4	-44.0	-1.6
COc1ccc2[nH]c(CN3CCN(CC=C(C)C)C(CCO)C3)c(C)c2c1 (stereo not drawn)	-9.8	-1.3	-8.7	-13.7	-0.9	-4.2	-53.1	-9.7
COc1cccc(CN2CCN(Cc3cccc(Oc4ccccc4)c3)CC2)c1OC	-12.2	10.1	-3.5	-4.3	15.0	1.2	14.4	12.3
Cc1noc(C)c1COC(=O)CCCOc1ccc(Cl)cc1Cl	-22.8	8.4	-6.7	1.1	12.4	0.8	20.1	4.1
COc1ccc(-c2csc(NC(=O)c3cc(=O)c4ccccc4o3)n2)cc1OC	-20.3	67.0*	-5.0	-2.7	-24.7	3.6	14.9	12.4
Clc1ccc(C2=Nn3c(Cn4nnc5ccccc54)nnc3SC2)cc1	-8.5	63.0*	-10.0	-7.9	14.7	0.5	1.0	-2.6
C[C@H](NS(=O)(=O)c1c(Cl)cccc1Cl)C(=O)NNC(=O)COc1ccccc1F	-12.9	-4.8	-11.9	-3.4	-6.3	0.0	12.4	-4.2
CC(C)Cc1nnc(NC(=O)CCC(=O)N2CCCCC2)s1	12.2	-6.2	-2.7	-1.6	-4.3	-0.1	4.8	-3.8
CS(=O)(=O)N1CCN(c2ccc([N+](=O)[O-])c3cccnc23)CC1	0.4	6.8	-0.8	2.8	-18.2	-6.1	37.3	5.6
Cc1ccccc1C(=O)Nc1ccc(C(=O)O)cc1NC(=O)c1ccccc1C	3.8	-10.5	-1.6	-7.5	-5.7	-0.2	11.1	-5.4
[O-][n+]1c2c(nc3c1-c1ccccc1C3O)CCCC2 (stereo not drawn)	5.3	/	4.4	2.1	12.0	/	/	/
COC(=O)C1=C(C)N=C2SC(C)C(=O)N2C1c1cccc(F)c1 (stereo not drawn)	2.1	-0.3	-4.2	2.3	7.0	-6.1	12.0	5.0
CC1(c2ccccc2)CCC(=O)NC1 (stereo not drawn)	/	-6.0	/	/	/	1.7	4.4	-3.0
CCC(CC)n1[nH]c(=O)c2c(C)cc(C)nc21	-7.2	35.8	-4.8	-3.3	-1.3	-0.8	-200.9	4.5
Cc1ccc(C(=O)OCC(=O)c2c[nH]c3ccccc23)cc1S(=O)(=O)N1CCOCC1	-14.5	-3.0	-11.8	3.5	10.9	-14.7	-8.0	2.0
COc1ccc(Cl)cc1NC(=O)Nc1ccc(C(=O)N2CCOCC2)cc1	44.8	2.2	10.9	49.3	16.9	1.1	0.9	-5.9

Marked active in PfGluPho inh, among the entries above:
compound	SENP6 block	PfGluPho inh	SENP7 block	SENP1 FRET inh	HKDC1 inhibitor
COc1ccc(-c2csc(NC(=O)c3cc(=O)c4ccccc4o3)n2)cc1OC	-20.3	67.0*	-2.7	3.6	12.4
Clc1ccc(C2=Nn3c(Cn4nnc5ccccc54)nnc3SC2)cc1	-8.5	63.0*	-7.9	0.5	-2.6

Additional records
SMILES	SENP6 block	PfGluPho inh	SENP8 block-1	SENP7 block	Apaf-1 inh	SENP1 FRET inh	SENP8 block-2	HKDC1 inhibitor
CCNC(=O)CSc1nc2cc(S(=O)(=O)Nc3ccc(OC)cc3)ccc2o1	0.7	-0.9	4.2	-0.1	-2.4	0.3	3.7	-1.2
C[C@@]12CCC=C[C@H]1[C@H](c1ccc(C(F)(F)F)cc1)N(Cc1ccccc1)C2=O	-7.3	-9.0	3.9	2.9	18.0	-1.1	0.3	3.3
CCc1nn(CCCC(=O)N2CCC(C)CC2)c(=O)c2cc3occc3n12	0.6	0.8	-4.6	-4.9	-1.8	-1.8	3.3	-2.2
CCOc1ccc(CCNC(=O)c2ccc(F)c(S(=O)(=O)N3CCOCC3)c2)cc1OCC	-8.3	-33.0	-4.3	-7.4	11.7	1.3	-2.3	-0.2
O=S(=O)(NCCC1=CCCCC1)c1cccc2nsnc12	/	-3.0	/	/	/	0.7	4.5	-3.6
CCn1c2ccccc2c2cc(CC(N)=O)ccc21	-21.2	8.4	-0.2	5.5	-5.6	1.5	-9.7	-2.0
O=C(O)c1ccc(-c2noc(-c3cccc(F)c3)n2)cc1	97.2*	-21.8	95.1*	95.8*	11.0	-1.0	7.5	-3.4
Cc1cc(C(F)F)n2nc(C(=O)NCc3ccccc3F)nc2n1	-18.9	-11.4	-5.2	-8.3	-6.0	1.1	18.5	-3.5
C#CCOCCOCCOCCNc1nc(N2CCN(C(=O)[C@H](CCCN=C(N)N)n3cc(C(N)[C@@H](C)CC)nn3)CC2)nc(N2CCN(C(=O)[C@H](CCCCN)n3cc([C@@H](N)CC(N)=O)nn3)CC2)n1 (stereo partly drawn)	1.8	2.5	4.1	0.5	6.4	2.4	13.6	-5.6
Cc1ccc(NC(=O)c2ccc(Cn3cc(Cl)cn3)o2)c(C)c1	-6.6	/	6.9	-2.0	-18.0	-2.1	1.4	/
CCOc1cc(C(=O)OCC(=O)NCc2ccco2)cc(OCC)c1OCC	1.3	-2.2	-1.0	-2.1	4.1	5.1	22.4	2.0
CC(=O)c1ccc(OCC(=O)Nc2ccc3nc(C)sc3c2)cc1	10.4	-3.4	3.8	-11.8	-18.9	0.3	12.9	-2.2
CC(C)Cc1ccc(CN2CCCC(NC(=O)Cn3cnnn3)C2)cc1 (stereo not drawn)	-8.1	-15.1	2.1	-0.9	6.1	0.5	9.1	-5.1
Cc1cc(=O)oc2cc(OCC(=O)OCC(=O)N(CCC#N)c3ccccc3)ccc12	20.2	-4.9	2.0	1.7	-11.6	0.9	-74.2	-3.5
COc1cccc(CNC(=O)C(=O)NCC2CCCN2S(=O)(=O)c2cc(C)ccc2C)c1 (stereo not drawn)	-21.1	4.0	-2.5	5.4	13.4	0.0	10.4	-1.1
O=C(N/N=C/c1ccc(Br)cc1)c1ccc(NC(=O)c2ccccc2)cc1	/	4.3	/	/	/	2.7	-7.8	-1.4
Cc1cc2n(n1)C(c1ccc(O)cc1)Nc1ccccc1-2 (stereo not drawn)	1.7	-9.8	-4.6	2.8	13.4	-0.2	-83.0	-0.8
Cc1ccc(C(=O)OCN2C(=O)c3ccccc3C2=O)o1	-8.1	-15.5	-11.1	-6.9	5.4	1.0	13.8	0.1
Cc1ccc(C)c(S(=O)(=O)N2CCN(C(=O)c3n[nH]c(=O)c4ccccc34)CC2)c1	-10.4	-0.1	-12.8	-4.2	11.7	0.6	4.4	-1.9
O=c1oc2ccccc2cc1-c1nnc(NCc2ccco2)s1	0.1	28.6	-3.3	1.3	-2.6	-21.9	-249.3	0.9
NS(=O)(=O)c1ccc(NC(=O)COC(=O)c2c3c(nc4ccccc24)/C(=C\c2ccc4c(c2)OCO4)CCC3)cc1	/	-1.8	/	/	/	-24.4	-388.8	3.3
O=c1ccc2cc(S(=O)(=O)N3CCN(c4ccc(Cl)cc4)CC3)ccc2o1	8.3	-7.3	3.2	-4.8	3.3	0.8	-0.4	-6.2
CCOC(=O)C1=C(c2ccccc2)NC(=O)NC1c1cc(Br)c(O)c(OC)c1 (stereo not drawn)	-0.8	-3.5	6.9	14.7	6.1	3.0	15.7	-2.3
CCCN1C(=O)/C(=C/c2cc(C)n(C)c2C)SC1=Nc1ccc(OCC)cc1	-10.1	7.8	5.8	1.4	23.9	-12.5	28.2	-0.5
N#CCCN(C(=O)COC(=O)c1ccc2c(c1)NC(=O)CS2)c1ccc2c(c1)OCCO2	-8.1	-15.3	-4.8	-0.6	7.1	0.1	4.7	-7.2
CCSc1nc(=S)n(CC)c(C)c1C(C)=O	5.6	-5.7	5.8	2.9	-21.6	-0.3	25.7	-10.9
Cn1c(SCC(=O)N2CC(=O)Nc3ccccc32)nnc1C(F)(F)F	-5.8	-12.4	5.1	-5.2	-3.1	-3.9	-1.9	-2.9
O=c1c2ccccc2nc2n1CC/C2=C\N1CCN(c2ccc([N+](=O)[O-])cc2)CC1	4.4	11.5	11.3	6.4	10.3	-13.4	-26.4	-2.3
Cc1ccc(NC(=O)COC(=O)C(CC(C)C)N2C(=O)C3CC=CCC3C2=O)c(C)c1 (stereo not drawn)	-1.1	-0.9	6.6	-0.2	11.0	2.7	7.5	-10.9
O=C(NC1(N2CCOCC2)CC1)c1ccc(Cl)cc1	-16.0	-1.8	-12.8	-14.4	-3.3	2.3	7.1	0.2
COc1ccc(N2C(=O)c3ccc(C(=O)OC(C)C)cc3C2=O)cc1	-10.6	0.6	1.8	3.9	-2.5	-1.1	17.4	-2.7
Cc1ccc(NC2CCCN(C(=O)c3cccnc3)C2)cc1C (stereo not drawn)	-7.3	12.7	-3.5	-2.6	-9.9	-1.6	-3.3	-0.9
Cc1ccc(C(C)C)c(OCC(=O)NC(=S)Nc2ccccc2N2CCOCC2)c1	15.0	3.0	-2.9	3.7	7.3	-0.7	3.8	-2.1
COc1ccc(CC(=O)Nc2ccccc2N2CCCCC2)cc1OC	-11.7	14.4	7.7	1.7	-2.5	1.8	6.9	-2.1
CCOC(=O)COc1ccc(S(=O)(=O)Nc2cccc(SC)c2)cc1	-7.7	-14.1	-12.2	-9.7	2.8	2.9	8.6	11.6
CCc1ccccc1NC(=O)CSc1nc2c(c(-c3ccco3)c1C#N)CCCC2	-6.5	-14.6	-11.1	-12.1	10.9	-0.3	-13.5	-5.8
O=C(c1ccc(F)cc1F)N(Cc1ccccn1)Cc1ccco1	-17.5	-16.2	-4.2	0.5	-17.0	-7.8	11.4	10.0
Fc1ccc(CNCc2ccco2)cc1	-22.8	-2.6	-8.0	-7.4	3.3	-1.8	9.2	-3.3
Brc1ccc(-c2c[n+]3c(n2-c2ccccc2)SCC3)cc1	-10.3	2.3	-0.8	-3.9	-14.3	-0.4	35.0	-6.3
O=C(CSc1nnc(SCc2cccc3ccccc23)s1)N/N=C/C=C/c1ccccc1[N+](=O)[O-]	-14.0	0.1	-1.9	4.9	4.9	-1.0	8.2	4.7
